From PubChem BioAssay
TNAP activation fold = human TNAP enzyme activators, primary screen, biochemical, luminescent, no phosphate acceptor, uHTS (AID 1001) | purified TNAP, luminescent activation assay, no phosphate acceptor; higher activation fold means a stronger effect | one-dose activation fold at 20 µM; EC50 in µM for titrated hits | 0.03% of 200,000 active; in the data active = activation fold from about 3, or a potency from the dose series; inactive = the rest, 99 in 100 with activation fold below about 1.6; also: many of its hits are not listed in these tables
WT yeast gro inh = growth inhibition of WT strain, primary screen, mitochondrial fusion inhibitor project, WT and mutant strains, chemical genetic; inhibition, % at 10 µM; mitochondrial fusion phenotypic screen; 2.1% of 190,000 active; in the data active = inhibition above about 58%; tested in S. cerevisiae
PMI inhibitors = inhibitors of human PMI, primary screen, biochemical, fluorescence intensity, coupled assay (AID 1209); Mannose-6-phosphate isomerase (Homo sapiens); purified PMI enzyme, coupled fluorescence intensity; higher % means a stronger effect; one-dose inhibition, % at 20 µM; IC50 in µM for titrated hits; 0.42% of 190,000 active;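 also: plate controls were DMSO vehicle for no effect and wells lacking substrate for full effect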
XIAP displacement = XIAP antagonists, biochemical, IAP family, fluorescence polarization (AID 1018); XIAP BIR domain, fluorescence polarization peptide displacement; higher % means a stronger effect; E3 ubiquitin-protein ligase XIAP (Homo sapiens); displacement, % at 20 µM; hits with a dose series show IC50 in µM; 0.007% of 200,000 active; in the data active = displacement above about 50%; also: a part of the inactive calls stands beside numbers as strong as those of hits
PMI inhibition = human PMI inhibitors, high substrate, primary screen, biochemical, fluorescence intensity, high mannose 6-phosphate (AID 1220); Mannose-6-phosphate isomerase (Homo sapiens); recombinant PMI enzyme, coupled fluorescence intensity; higher % means a stronger effect; inhibition, % at 20 µM; hits with a dose series show IC50 in µM; 0.66% of 190,000 active
P. falciparum M17LAP = P. falciparum M17LAP inhibitors, primary screen, biochemical, fluorogenic H-Leu-NHMec substrate, 1536-well (AID 1619); Leucine aminopeptidase (Plasmodium falciparum (isolate 3D7)); recombinant M17LAP, H-Leu-NHMec fluorogenic kinetic assay; higher % means a stronger effect; one-dose inhibition, % at 30 µM; IC50 in µM for titrated hits; 0.38% of 220,000 active;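 active = compound inhibiting the enzyme by more than half at any dose during confirmatory dose-response retesting; inconclusive = strong single-dose inhibitors picked by rank but not retested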;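 also: plate controls were full reaction with DMSO carrier for no effect and no enzyme background for full effect; strong numbers were not always called active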
Yfh1-off respiration = enhancers of respiration in Yfh1-depleted yeast, dose response, Friedreich's ataxia, plus single-dose screen (AID 1465). S. cerevisiae Yfh1-off respiration, WST-1 reduction, 72 h; higher fold induction means a stronger effect. fold induction at 50 µM; hits with a dose series show EC50 in µM. 0.074% of 220,000 active;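 active = fold induction of absorbance versus untreated yeast above a set limit, then at least 30% activation at any dose in follow-up; inconclusive = repeats straddling the limit, or above it without dose testing; inactive = fold induction below the set limit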;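 also: activators that raise dye reduction in frataxin-depleted yeast; strong numbers were not always called active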
LYP inhibition = inhibitors of LYP phosphatase, biochemical, fluorescence intensity, uHTS (AID 1779) | Tyrosine-protein phosphatase non-receptor type 22 (Homo sapiens) | recombinant LYP phosphatase, fluorescence intensity; higher % means a stronger effect | inhibition, % at 11.5 µM, or IC50 in µM where a hit was titrated | 0.054% of 290,000 active;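 also: plate controls were vehicle with enzyme for no effect and no enzyme for full effect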
M1AAP inhibition = P. falciparum M1AAP inhibitors, biochemical, fluorogenic H-Leu-NHMec substrate, 1536-well (AID 1445). one-dose inhibition, % at 30 µM; IC50 in µM for titrated hits. recombinant M1AAP, H-Leu-NHMec fluorogenic kinetic assay; higher % means a stronger effect. 0.42% of 220,000 active. Aminopeptidase N (Plasmodium falciparum (isolate 3D7));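 active = primary inhibition above the hit cutoff, then over 50% inhibition at one or more dose response concentrations, cut at about 23% in these data, passing the limit was not always enough; inconclusive = conflicting primary data, or primary hits not chosen for dose response; inactive = low primary inhibition, or under 50% at every dose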;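 also: plate controls were DMSO full reaction for no effect and no enzyme background for full effect; strong numbers were not always called active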
WT yeast gro inh mutant strain = further read-out of WT yeast gro inh, marked with its call; inhibition, %; mitochondrial fusion phenotypic screen, mutant strain inhibition
* hit, by the source's call. Rule as the data show it, unless noted: active = inhibition above about 50%; inactive = the rest. Random draw from the library. About 3.7% of those tested had a hit in this group.

Results for Cc1cccc(Nc2nc(NCC3CCCO3)nc(N)c2[N+](=O)[O-])c1 (stereo not given) ?
TNAP activation fold: 1; WT yeast gro inh: -7; PMI inhibitors: 16%; XIAP displacement: -5.9%; PMI inhibition: 4%; P. falciparum M17LAP: -5%; Yfh1-off respiration: inactive; LYP inhibition: -1%; M1AAP inhibition: 2%; WT yeast gro inh mutant strain: -17

Results for COc1ccc2cc(C(=O)Nc3ccccc3)sc(=O)c2c1OC ?
TNAP activation fold: 1.1; WT yeast gro inh: 5; PMI inhibitors: 17%; XIAP displacement: -4.0%; PMI inhibition: 9%; P. falciparum M17LAP: 8%; Yfh1-off respiration: inactive; LYP inhibition: 2%; M1AAP inhibition: 3%; WT yeast gro inh mutant strain: -19

Results for CCn1c(SCC(=O)Nc2cccc(F)c2)nc2c(c1=O)SC(C)C2 (stereo not given) ?
TNAP activation fold: 1.1; WT yeast gro inh: 8; PMI inhibitors: 9%; XIAP displacement: -17%; PMI inhibition: 1%; P. falciparum M17LAP: 4%; Yfh1-off respiration: inactive; LYP inhibition: -3%; M1AAP inhibition: -2%; WT yeast gro inh mutant strain: 5

Results for CCN(Cc1ccccc1)c1c(C(=O)O)cnc2c1cnn2C ?
TNAP activation fold: 1.1; WT yeast gro inh: 4; PMI inhibitors: -7%; XIAP displacement: -3.9%; PMI inhibition: -6%; P. falciparum M17LAP: 2%; Yfh1-off respiration: inactive; LYP inhibition: -25%; M1AAP inhibition: 3%; WT yeast gro inh mutant strain: -4

How did Cc1ccc(-n2ncc(-c3nnc(SCC(=O)NC4CCCC4)o3)c2N)cc1C do in these assays?
TNAP activation fold: 1.1; WT yeast gro inh: 5; PMI inhibitors: 12%; XIAP displacement: -6.3%; PMI inhibition: 14%; P. falciparum M17LAP: 2%; LYP inhibition: -8%; M1AAP inhibition: 2%; WT yeast gro inh mutant strain: 11

What do the screens show for `COc1ccc(CCC2(C)NC(=O)NC2=O)cc1` (stereo not given)?
TNAP activation fold: 1; WT yeast gro inh: -8; PMI inhibitors: -4%; XIAP displacement: -1.8%; PMI inhibition: -1%; P. falciparum M17LAP: -13%; Yfh1-off respiration: inactive; LYP inhibition: -12%; M1AAP inhibition: -5%; WT yeast gro inh mutant strain: -17

How did CC(=O)c1c(C)nc2nonc2c1N do in these assays?
TNAP activation fold: 1.2; WT yeast gro inh: -9; PMI inhibitors: 3%; XIAP displacement: -4.2%; PMI inhibition: 6%; P. falciparum M17LAP: -11%; LYP inhibition: -9%; M1AAP inhibition: 16%; WT yeast gro inh mutant strain: -2

How did COc1ccc(CCNC(=O)C2CCN(S(C)(=O)=O)CC2)cc1OC do in these assays?
TNAP activation fold: 1.1; WT yeast gro inh: 42; PMI inhibitors: -1%; XIAP displacement: -5.2%; PMI inhibition: 1%; P. falciparum M17LAP: 5%; Yfh1-off respiration: inactive; LYP inhibition: -9%; M1AAP inhibition: 18%; WT yeast gro inh mutant strain: 0

Results for COC(=O)c1c(C)[nH]c(C(=O)CC#N)c1C ?
TNAP activation fold: 1.1; WT yeast gro inh: -5; PMI inhibitors: 7%; XIAP displacement: -7.4%; PMI inhibition: 7%; P. falciparum M17LAP: 12%; Yfh1-off respiration: inactive; LYP inhibition: -5%; M1AAP inhibition: 5%; WT yeast gro inh mutant strain: -13

Results for COc1ccccc1CNC(=O)C(C)NS(=O)(=O)c1ccc(Br)cc1 (stereo not given) ?
TNAP activation fold: 1.1; WT yeast gro inh: 5; PMI inhibitors: 6%; XIAP displacement: 0.8%; PMI inhibition: 5%; P. falciparum M17LAP: 21%; Yfh1-off respiration: inactive; LYP inhibition: -6%; M1AAP inhibition: 6%; WT yeast gro inh mutant strain: -6

What do the screens show for `COc1ccc(NC(=O)CC2C(=O)N(c3ccc(OC)cc3)C(=S)N2NC(=O)c2cccc(F)c2)cc1` (stereo not given)?
TNAP activation fold: 1.1; WT yeast gro inh: -19; PMI inhibitors: 4%; XIAP displacement: -15%; PMI inhibition: 4%; P. falciparum M17LAP: -12%; Yfh1-off respiration: inactive; LYP inhibition: -1%; M1AAP inhibition: 7%; WT yeast gro inh mutant strain: -15

How did COc1ccc(Oc2nc(-c3ccccc3)ncc2C(=O)O)cc1 do in these assays?
TNAP activation fold: 1; WT yeast gro inh: 6; PMI inhibitors: -6%; XIAP displacement: -6.5%; PMI inhibition: 4%; P. falciparum M17LAP: -6%; Yfh1-off respiration: inactive; LYP inhibition: -1%; M1AAP inhibition: 0%; WT yeast gro inh mutant strain: -4

The last 2 records of the section before open the next one:
What do the screens show for `COc1ccc(NC(=O)CC2C(=O)N(c3ccc(OC)cc3)C(=S)N2NC(=O)c2cccc(F)c2)cc1` (stereo not given)?
TNAP activation fold: 1.1; WT yeast gro inh: -19; PMI inhibitors: 4%; XIAP displacement: -15%; PMI inhibition: 4%; P. falciparum M17LAP: -12%; Yfh1-off respiration: inactive; LYP inhibition: -1%; M1AAP inhibition: 7%; WT yeast gro inh mutant strain: -15

How did COc1ccc(Oc2nc(-c3ccccc3)ncc2C(=O)O)cc1 do in these assays?
TNAP activation fold: 1; WT yeast gro inh: 6; PMI inhibitors: -6%; XIAP displacement: -6.5%; PMI inhibition: 4%; P. falciparum M17LAP: -6%; Yfh1-off respiration: inactive; LYP inhibition: -1%; M1AAP inhibition: 0%; WT yeast gro inh mutant strain: -4

What do the screens show for `O=C1N=C(N2CCCCC2)S/C1=C\c1ccncc1`?
P. falciparum M17LAP: 13%; Yfh1-off respiration: inactive; LYP inhibition: -4%; M1AAP inhibition: 10%

What do the screens show for `CCCCCCN(C(=O)CCCCCN1C(=O)NC(c2ccc(-c3ccccc3)cc2)C(C(=O)OCc2ccccc2)=C1C)C(C(=O)NCCCC)c1cccc(C(=O)OC)c1` (stereo not given)?
P. falciparum M17LAP: -13%; Yfh1-off respiration: inactive; LYP inhibition: 5%; M1AAP inhibition: 4%

How did O=C(CSc1nc2ccccc2c(=O)n1-c1ccc(F)cc1)NCc1ccco1 do in these assays?
TNAP activation fold: 1.1; WT yeast gro inh: 2; PMI inhibitors: 8%; XIAP displacement: -1.2%; PMI inhibition: 0%; P. falciparum M17LAP: 3%; Yfh1-off respiration: inactive; LYP inhibition: 6%; M1AAP inhibition: 15%; WT yeast gro inh mutant strain: 20

How did c1cncc(C(c2nnnn2C2CCCCC2)N2CCN3CCCC3C2)c1 (stereo not given) do in these assays?
TNAP activation fold: 1; WT yeast gro inh: -5; PMI inhibitors: 0%; XIAP displacement: -1.7%; PMI inhibition: -2%; P. falciparum M17LAP: 0%; Yfh1-off respiration: inactive; LYP inhibition: 4%; M1AAP inhibition: 6%; WT yeast gro inh mutant strain: -9

Results for Cn1c(SCc2nnc(-c3ccccc3Br)o2)nc2sc3c(c2c1=O)CCC3 ?
TNAP activation fold: 1.1; WT yeast gro inh: 19; PMI inhibitors: -13%; XIAP displacement: -5.4%; PMI inhibition: 1%; P. falciparum M17LAP: 7%; Yfh1-off respiration: inactive; LYP inhibition: 5%; M1AAP inhibition: 8%; WT yeast gro inh mutant strain: 18

Results for CCOC(=O)C(CC)n1cnc2c(oc3ccccc32)c1=O (stereo not given) ?
TNAP activation fold: 1.1; WT yeast gro inh: 5; PMI inhibitors: 4%; XIAP displacement: -4.0%; PMI inhibition: 6%; P. falciparum M17LAP: 14%; Yfh1-off respiration: inactive; LYP inhibition: -7%; M1AAP inhibition: 1%; WT yeast gro inh mutant strain: -16

What do the screens show for `C=CCNc1ncnc2c1cnn2-c1ccc(OC)cc1`?
TNAP activation fold: 1.1; WT yeast gro inh: -8; PMI inhibitors: 13%; XIAP displacement: -2.3%; PMI inhibition: 11%; P. falciparum M17LAP: 0%; Yfh1-off respiration: inactive; LYP inhibition: -7%; M1AAP inhibition: 3%; WT yeast gro inh mutant strain: 33

How did CC1=C(CC/C(C)=N/NC(N)=S)C(C)(C)CCC1 do in these assays?
TNAP activation fold: 1.2; WT yeast gro inh: 58; PMI inhibitors: 6%; XIAP displacement: -3.1%; PMI inhibition: 1%; P. falciparum M17LAP: -14%; Yfh1-off respiration: inactive; LYP inhibition: -6%; M1AAP inhibition: 1%; WT yeast gro inh mutant strain: 38

What do the screens show for `COc1ccc(-c2c(C#N)c(N)n(N)c(=O)c2C#N)cc1Cl`?
TNAP activation fold: 1.1; WT yeast gro inh: 2; PMI inhibitors: 16%; XIAP displacement: -11%; PMI inhibition: 24%; P. falciparum M17LAP: 3%; Yfh1-off respiration: inactive; LYP inhibition: 5%; M1AAP inhibition: 4%; WT yeast gro inh mutant strain: -6

How did COc1ccc(C(CNC(=O)c2cc(C)oc2C)N2CCOCC2)cc1 (stereo not given) do in these assays?
TNAP activation fold: 1.1; WT yeast gro inh: 14; PMI inhibitors: -20%; XIAP displacement: -4.6%; PMI inhibition: -44%; P. falciparum M17LAP: 4%; Yfh1-off respiration: inactive; LYP inhibition: -3%; M1AAP inhibition: 8%; WT yeast gro inh mutant strain: 36

How did COc1ccccc1Nc1nnc(SCC(=O)N2CCCC2=O)s1 do in these assays?
TNAP activation fold: 1.2; WT yeast gro inh: 1; PMI inhibitors: -2%; XIAP displacement: -1.8%; PMI inhibition: 0%; P. falciparum M17LAP: 21%; Yfh1-off respiration: inactive; LYP inhibition: -6%; M1AAP inhibition: inconclusive; WT yeast gro inh mutant strain: 5

What do the screens show for `O=C(Nc1cccc(N=Cc2cc(Br)cc(Br)c2O)c1)c1ccco1`?
TNAP activation fold: 1; WT yeast gro inh: 33; PMI inhibitors: 33%; XIAP displacement: -9.2%; PMI inhibition: 53%*; P. falciparum M17LAP: 5%; Yfh1-off respiration: inactive; LYP inhibition: 4%; M1AAP inhibition: -1%; WT yeast gro inh mutant strain: 8

What do the screens show for `COc1ccccc1NC(=O)CCc1nc(-c2cccs2)no1`?
TNAP activation fold: 1.1; WT yeast gro inh: 10; PMI inhibitors: 1%; XIAP displacement: -1.9%; PMI inhibition: 0%; P. falciparum M17LAP: 8%; LYP inhibition: -6%; M1AAP inhibition: 2%; WT yeast gro inh mutant strain: 19

How did c1ccc(-c2ccc3c(c2)NC(C2Nc4cc(-c5ccccc5)ccc4O2)O3)cc1 (stereo not given) do in these assays?
P. falciparum M17LAP: -5%; Yfh1-off respiration: inactive; LYP inhibition: -5%; M1AAP inhibition: 5%

Results for COc1ccc2[nH]c(=O)c(CN(C(=O)c3ccncc3)C(C)C)cc2c1 ?
TNAP activation fold: 1.1; WT yeast gro inh: 7; PMI inhibitors: 20%; XIAP displacement: -5.4%; PMI inhibition: 16%; P. falciparum M17LAP: -19%; Yfh1-off respiration: inactive; LYP inhibition: -2%; M1AAP inhibition: 2%; WT yeast gro inh mutant strain: 11
